MOR-DOR ag = OPRM1-OPRD1 heterodimerization agonism; actives 0.3% (n = 340,000); cells, luminescence; activation, % at 9.3 µM; P35372+P41143; in the data active means activation above about 18%;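 further: 0% = vehicle-treated cells and 100% = reference agonist; values of inactives mirror those of a sister screen read the other way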
PKA-R1A act = activates the PKA-R1A holoenzyme complex. P00514+P68181. PKA-R1A dissociation, Cy5-IP20 fluorescence polarization; scaled: DMSO 0%, 113 µM cGMP 100%. activation, % at 11.4 µM. actives 0.083% (n = 340,000);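 active means percent activation above the mean of all tested compounds plus 3 SD, cut at about 19% in these data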;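 further: higher means more PKAc released from R1A so a rise in polarization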
MOR-DOR inv ag = inverse agonists of human mu-delta opioid receptor heterodimerization; P35372+P41143; cell-based MOR-DOR heterodimer luminescence, inverse agonism; inhibition, % at 9.3 µM; actives 0.21% (n = 340,000); in the data active means inhibition above about 22%, passing the limit was not always enough;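 further: 0% = cells with DMSO and 100% = wells without cells with DMSO; values of inactives mirror those of a sister screen read the other way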
PKA-R2B act = activators of human PKA-R2B complex. PKA-R2B holoenzyme dissociation, Cy5-IP20 fluorescence polarization; R2B truncated from residue 108, S112A mutant; 0% DMSO only, 100% 113 µM cGMP. activation, % at 11.4 µM. actives 0.079% (n = 340,000);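 active means activation above a cutoff set at the mean over all compounds plus 3 SD, cut at about 18% in these data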;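 further: higher means more holoenzyme dissociation and a rise in polarization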
Target sequence (P31323 whole entry, looked up, other chains not shown, the tested form may be a part): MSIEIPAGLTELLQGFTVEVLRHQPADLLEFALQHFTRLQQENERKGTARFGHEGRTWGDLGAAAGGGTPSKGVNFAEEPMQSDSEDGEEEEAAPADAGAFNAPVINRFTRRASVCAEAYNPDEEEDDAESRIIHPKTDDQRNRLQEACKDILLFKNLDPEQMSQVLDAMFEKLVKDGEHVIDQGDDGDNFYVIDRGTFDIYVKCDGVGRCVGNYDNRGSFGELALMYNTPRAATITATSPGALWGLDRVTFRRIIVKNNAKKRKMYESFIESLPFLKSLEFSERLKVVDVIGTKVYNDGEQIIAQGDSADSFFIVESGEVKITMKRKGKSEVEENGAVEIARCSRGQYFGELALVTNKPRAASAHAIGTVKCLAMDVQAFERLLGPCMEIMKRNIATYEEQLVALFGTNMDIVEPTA
Ecoli viability = reduces bacterial viability in AddAB counter-screen. AID 449728. actives 0.27% (n = 330,000). E. coli V3065 growth, OD600 absorbance, 18 h. inhibition, % at 11.9 µM;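 active means inhibition above the campaign's mean inhibition across all tested compounds plus 3 SD, cut at about 9.9% in these data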;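 further: uninfected addAB+ strain grown without phage in ampicillin broth; 0% = DMSO wells and 100% = ciprofloxacin 0.95 µg/ml wells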
AddAB inh = less growth of phage-infected E. coli with AddAB | E. coli expressing H. pylori AddAB, absorbance growth | inhibition, % at 11.9 µM | actives 0.29% (n = 330,000) | AID 435030; in the data active means inhibition above about 12%;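 further: 0% = vehicle wells of infected cells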
phage Ecoli inh = E. coli growth loss with phage present; inhibition, % at 11.9 µM; growth absorbance; actives 0.26% (n = 360,000); in the data active means inhibition above about 11%
PfHsp90 yeast 2 = reduces growth (ATP signal) of yeast expressing P. falciparum Hsp90. S. cerevisiae expressing PfHsp90, BacTiter-Glo ATP, 48 h; yeast lacking PDR1 and PDR3 efflux regulators. actives 0.32% (n = 310,000). inhibition, % at 9.4 µM;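 active means every replicate shows inhibition above about 80%, whatever the replicate mean, limit read from the data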;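 further: 0% = DMSO neutral controls and 100% = 20 µM radicicol positive controls; yeast relying on Plasmodium falciparum Hsp90 in place of its own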
Tat export inh = E. coli Tat transport inhibition; E. coli MC4100 TorA-mCherry Tat export, fluorescence; inhibition, % at 10 µM; actives 0.036% (n = 340,000); AID 488895;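 active means mean replicate inhibition at least 50% and at least half of replicates individually reaching 50%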;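 further: exported cargo escapes ClpAP degradation while cytoplasmic cargo is degraded and loses fluorescence; 0% = median of neutral control wells and 100% = median of NaSCN control wells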
HTR5A inv ctr = inverse agonist of human HTR5A in OPRM1-OPRD1 counter-screen. HTR5A cell line, luminescence, inverse agonism. inhibition, % at 9.3 µM. actives 0.083% (n = 340,000); in the data active means inhibition mostly above about 23%, no sharp cut-off; inactive means mostly below about 18%;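 further: 0% = cells with DMSO and 100% = no-cell wells with DMSO; some compounds called inactive have numbers as strong as hits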
Target sequence (P47898 whole entry, looked up): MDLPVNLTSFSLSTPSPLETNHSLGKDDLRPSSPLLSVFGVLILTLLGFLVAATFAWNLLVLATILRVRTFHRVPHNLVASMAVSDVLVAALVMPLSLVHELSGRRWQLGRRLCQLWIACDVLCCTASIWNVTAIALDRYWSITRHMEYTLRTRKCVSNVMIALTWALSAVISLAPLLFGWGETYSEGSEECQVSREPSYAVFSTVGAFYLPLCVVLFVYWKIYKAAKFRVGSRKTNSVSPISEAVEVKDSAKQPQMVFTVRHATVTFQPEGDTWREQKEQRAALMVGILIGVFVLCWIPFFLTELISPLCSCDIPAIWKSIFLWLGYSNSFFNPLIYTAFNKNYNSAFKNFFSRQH
SUMO Mot1 rescue = blocks SUMOylation pathway, rescuing yeast Mot1-301 growth. S. cerevisiae Mot1-301 growth rescue, ATP luminescence, 38.5C; percent above DMSO median, 100 means doubled. growth rescue, % at 18.8 µM. actives 1% (n = 320,000). AID 2716;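 active means every valid replicate shows activation above 250% relative to neutral control wells; inactive means the rest, any valid replicate at or below 250%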;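 further: OY570 slx delta 5 strain wells were the positive control but not used for scaling; some compounds called inactive have numbers as strong as hits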
* = called active by the depositor; · = not tested or not shown.

SMILES | MOR-DOR ag | PKA-R1A act | MOR-DOR inv ag | PKA-R2B act | Ecoli viability | AddAB inh | phage Ecoli inh | PfHsp90 yeast 2 | Tat export inh | HTR5A inv ctr | SUMO Mot1 rescue
CCOc1ccccc1-n1c(SCC(=O)NC(C)CC)nnc1-c1ccoc1C (centres undefined) | -2.9 | -3 | 15 | -3 | -1.2 | 4.5 | 1.6 | -16 | -5 | -17 | -10
COC(=O)CCN(c1ccccc1)S(=O)(=O)c1cc(-c2cc(C)no2)ccc1C | -2.2 | -10 | 11 | -11 | 0.6 | -0.3 | 0.9 | 0 | 5 | 19 | -11
CCCCN(C(=O)c1cnc(C)cn1)c1c(N)n(CCC)c(=O)[nH]c1=O | 0.7 | 13 | -3 | 7 | 0.5 | 3.1 | 2.2 | -12 | 7 | 20 | 0
CC1=C(C(=O)O)N2C(=O)C(NC(=O)c3ccn(C)n3)C2SC1 (centres undefined) | -2.0 | 4 | 8 | -5 | -1.1 | 3.2 | 1.3 | -14 | 1 | 18 | -25
COc1ccc(N(CC(=O)NC2CCCC2)C(=O)c2csnn2)cc1 | -1.8 | -1 | 11 | -5 | -2.1 | 2.0 | 3.1 | -78 | 1 | 11 | 17
O=C1/C(=C/c2cccnc2)SC(=S)N1CC1CCCO1 (centres undefined) | -0.6 | 25* | 3 | -5 | 1.4 | -1.5 | 2.2 | -23 | 1 | -2 | -2
Cc1ccc(NC(=S)NCc2ccc3[nH]c4c(c3c2)CCCC4)cc1 | 4.8 | 0 | -26 | 7 | 2.3 | 1.4 | 4.2 | -38 | -12 | -51 | -10
COc1ccccc1OCCn1c(C(C)O)nc2ccccc21 (centres undefined) | -2.2 | 9 | 13 | 2 | 1.6 | 1.4 | 2.3 | 27 | -1 | 0 | 21
CCc1cccc(NC(=O)CCNC(=O)Cn2ccc3ccccc3c2=O)c1 | 0.4 | 7 | -3 | 13 | -0.8 | 3.8 | 1.5 | 11 | -14 | 11 | 257
CC(C)(C)NC(=O)CC1C[C@H](C(=O)N2CCOCC2)[C@@]2(CCC3CCCC3)c3[nH]c4ccccc4c3CCN2C1=O (some centres undefined) | 1.8 | -4 | -9 | -6 | -4.3 | 1.2 | -1.9 | -6 | 5 | -29 | -35

Among those listed so far, 2 have an aryl methoxy group:
SMILES | MOR-DOR ag | PKA-R1A act | MOR-DOR inv ag | PKA-R2B act | Ecoli viability | AddAB inh | phage Ecoli inh | PfHsp90 yeast 2 | Tat export inh | HTR5A inv ctr | SUMO Mot1 rescue
COc1ccc(N(CC(=O)NC2CCCC2)C(=O)c2csnn2)cc1 | -1.8 | -1 | 11 | -5 | -2.1 | 2.0 | 3.1 | -78 | 1 | 11 | 17
COc1ccccc1OCCn1c(C(C)O)nc2ccccc21 (centres undefined) | -2.2 | 9 | 13 | 2 | 1.6 | 1.4 | 2.3 | 27 | -1 | 0 | 21

Part of the list above, reduced to phage Ecoli inh:
Molecule	phage Ecoli inh
CCOc1ccccc1-n1c(SCC(=O)NC(C)CC)nnc1-c1ccoc1C (centres undefined)	1.6
COC(=O)CCN(c1ccccc1)S(=O)(=O)c1cc(-c2cc(C)no2)ccc1C	0.9
CCCCN(C(=O)c1cnc(C)cn1)c1c(N)n(CCC)c(=O)[nH]c1=O	2.2
CC1=C(C(=O)O)N2C(=O)C(NC(=O)c3ccn(C)n3)C2SC1 (centres undefined)	1.3
COc1ccc(N(CC(=O)NC2CCCC2)C(=O)c2csnn2)cc1	3.1

Next entries.
SMILES | MOR-DOR ag | PKA-R1A act | MOR-DOR inv ag | PKA-R2B act | Ecoli viability | AddAB inh | phage Ecoli inh | PfHsp90 yeast 2 | Tat export inh | HTR5A inv ctr | SUMO Mot1 rescue
Clc1ccc(CSc2nnc(-c3ccncc3)o2)cc1 | -2.5 | -18 | 11 | -2 | 2.3 | 1.9 | 0.8 | 12 | 2 | -13 | -25
CN1CCCN(C(=O)c2cc(-c3ccc(Cl)c(Cl)c3Cl)nc3ccccc23)CC1 | -0.6 | 3 | 3 | 5 | -2.2 | -0.8 | 4.9 | 5 | -2 | -5 | 44
COC(=O)c1ccc(NC(=O)c2cc(Cl)ccc2OC)cc1 | -0.4 | -5 | 2 | -4 | 0.5 | 0.5 | 2.3 | · | -12 | 2 | 6
O=C(c1cccs1)N1CCN(c2nc3ccccc3s2)CC1 | -0.1 | -10 | 0 | -9 | -2.7 | 1.8 | -0.7 | -3 | -4 | -21 | -11
O=C(O)c1ccc(C=NN2CCCCCC2)cc1 | -0.8 | 2 | 4 | -8 | · | · | 3.6 | 5 | 0 | -36 | ·
COc1cc(C2NC(=O)NC(C)=C2C(=O)OC(C)(C)C)ccc1OCC(=O)O (centres undefined) | -3.1 | -6 | 16 | -8 | -0.7 | -0.2 | 1.8 | · | -3 | 1 | 7
CC(=O)N1CCc2cc(S(=O)(=O)CCC(=O)N3CCN(c4cc(C)ccc4C)CC3)ccc21 | -1.1 | 8 | 5 | -4 | 0.2 | 0.9 | 1.9 | 10 | 0 | 7 | -8
COc1ccc(OC)c(N(CC(=O)NC2CCCCCC2)S(=O)(=O)c2ccc(C)cc2)c1 | 1.8 | 9 | -10 | -6 | -1.5 | 0.2 | -2.3 | -27 | 9 | 4 | 38
CCc1cc(=O)oc2c(C)c(OC(C)C(=O)NCC3CCC(C(=O)O)CC3)ccc12 (centres undefined) | -2.0 | 3 | 10 | 0 | 0.5 | 3.7 | 2.5 | -9 | -11 | 9 | -7
CCn1nnc(NC(=O)c2cc3ccccc3o2)n1 | -0.1 | 0 | 0 | -2 | 1.7 | -1.2 | 0.6 | 27 | 2 | -8 | -13
O=S(=O)(Cc1ccccc1)NCCc1cccc(Cl)c1 | -2.3 | -4 | 11 | -2 | · | · | 3.2 | -17 | 10 | 12 | 104
COC(=O)c1ccc(OC(=O)c2ccco2)cc1 | -3.0 | 5 | 18 | 1 | -0.8 | -0.3 | -1.4 | 10 | -12 | 3 | 18
Cc1cc(NS(=O)(=O)c2ccc(Nc3nc(-c4ccc(O)cc4)cs3)cc2)no1 | -1.1 | 4 | 6 | 7 | 1.3 | 3.2 | 6.3 | 13 | -5 | -7 | 21
COc1ccc(-n2ncc3c2CC(C)(C)CC3NC(=O)Cc2nonc2C)cc1 (centres undefined) | -2.3 | -13 | 12 | 0 | 2.6 | 1.1 | 1.9 | -1 | 7 | 11 | 6
COc1ccc(C2SCC(=O)N2c2ccccc2)cc1 (centres undefined) | -2.9 | -3 | 14 | 3 | -1.6 | -1.8 | 1.3 | 6 | 1 | -18 | 2
CCC(=O)N1CCN(c2ccc(Cl)cc2NC(=S)NC(=O)c2ccco2)CC1 | -3.6 | -2 | 19 | -4 | 2.2 | 0.2 | 2.0 | -11 | 10 | 0 | 0
COc1ccc(NC(=O)Nc2c(C)noc2-c2ccccc2)cc1 | -0.6 | -6 | 3 | -7 | 1.0 | 5.4 | -1.5 | 13 | 5 | -3 | -5
CC1CCCN(c2ncnc3c2cnn3-c2ccccc2)C1 (centres undefined) | 9.8 | -2 | -50 | 5 | 1.0 | -0.8 | 2.2 | 10 | 1 | -30 | 4
CC(Cc1ccco1)NC(=O)c1ccc(C(F)(F)F)cc1 (centres undefined) | 1.0 | 14 | -8 | 11 | -0.3 | 5.6 | 1.6 | -42 | -6 | 0 | -14
O=S1(=O)C=C(SCc2ccccc2)Nc2ccccc21 | -2.1 | -16 | 9 | -13 | 2.4 | 2.4 | 2.9 | -10 | -4 | -1 | -11

PKA-R1A act: entries above that show a hit.
| structure | MOR-DOR ag | PKA-R1A act | MOR-DOR inv ag | PKA-R2B act | AddAB inh | phage Ecoli inh | PfHsp90 yeast 2 | Tat export inh | SUMO Mot1 rescue |
| --- | --- | --- | --- | --- | --- | --- | --- | --- | --- |
| O=C1/C(=C/c2cccnc2)SC(=S)N1CC1CCCO1 (centres undefined) | -0.6 | 25* | 3 | -5 | -1.5 | 2.2 | -23 | 1 | -2 |

Going on with the list.
SMILES | MOR-DOR ag | PKA-R1A act | MOR-DOR inv ag | PKA-R2B act | Ecoli viability | AddAB inh | phage Ecoli inh | PfHsp90 yeast 2 | Tat export inh | HTR5A inv ctr | SUMO Mot1 rescue
CCOc1ccc(NC(=O)NCc2cccnc2)cc1 | -2.9 | -8 | 13 | 3 | 0.8 | -0.7 | 4.9 | 3 | 2 | 21 | 3
CC1CCN(c2ccc3nnc(CCC(=O)Nc4ccc(F)c(F)c4)n3n2)CC1 | 3.4 | -10 | -18 | 2 | -0.6 | 2.0 | 1.9 | -10 | 0 | -4 | 3
CCC[C@@H](O)c1cc2cc(OC)c(OC)cc2c(=O)o1 | -3.7 | 0 | 17 | -5 | 0.6 | 1.7 | 2.5 | 1 | -10 | 4 | 7
CC(C)c1onc(C(=O)N2CCC(C(N)=O)CC2)c1[N+](=O)[O-] | -1.1 | -3 | 5 | -4 | 0.1 | 0.7 | -1.0 | -12 | -3 | 6 | 34
COc1ccc(CCN=C(N)NS(=O)(=O)c2ccc(C)cc2)cc1 | -1.4 | -2 | 6 | 7 | 0.5 | 4.0 | 2.4 | 11 | -10 | -39 | -7
O=C(CCc1nc2ccccc2[nH]1)Nc1ccccc1 | -1.0 | -6 | 4 | -3 | -2.4 | 3.7 | 0.3 | 28 | -2 | -2 | 3
CCCCSc1nnc([C@@H]2CCCN2C(=O)OC(C)(C)C)o1 | -0.2 | -2 | 1 | 2 | 0.9 | 4.2 | 1.0 | · | -6 | 4 | 105
O=C(O)CCC(=O)Nc1ccc(OCC(=O)O)cc1 | -3.6 | -7 | 18 | 9 | 0.5 | 2.2 | 2.5 | -8 | -1 | -1 | 1
COc1ccc(NC(=O)Nc2ccc(OC)c(OC)c2)c([N+](=O)[O-])c1 | 1.8 | -4 | -9 | 3 | -0.9 | 2.3 | 1.1 | -21 | -6 | -3 | 15
CCOc1ccc(-c2nnc3sc(-c4ccccc4OC)nn23)cc1 | -2.3 | -11 | 12 | -7 | · | · | 2.0 | 6 | -6 | -5 | ·
O=C(O)CCn1cc(/C=C2\SC(=S)NC2=O)c(-c2ccccc2)n1 | · | · | · | · | -0.2 | 2.8 | 3.7 | -58 | 12 | · | 11
CS(=O)(=O)Nc1cccc(C2=NN(S(=O)(=O)c3ccccc3)C(c3cccs3)C2)c1 (centres undefined) | -1.2 | -6 | 7 | -14 | 1.1 | 1.1 | 0.0 | -1 | -13 | -17 | -6
Cc1cc(C)n(CC(=O)n2c3ccccc3c3ccccc32)n1 | -0.1 | -11 | 1 | 10 | -2.7 | -3.7 | 2.1 | 10 | -1 | -22 | -20
O=C(O)c1ccc(/C=C2\SC(=S)N(NC(=O)c3ccccc3)C2=O)cc1 | -3.5 | -1 | 17 | 6 | 0.2 | 1.8 | 3.5 | -16 | -9 | 2 | -8
COC(=O)c1cc(=O)n(C2CC2)c(=NC2CC2)s1 | 0.0 | 0 | 0 | -4 | 0.2 | -0.6 | 2.4 | -20 | -1 | -23 | 23
Cc1ccc(N2CC(C(=O)OCc3nnc(-c4ccccc4)o3)CC2=O)cc1 (centres undefined) | -3.5 | -1 | 19 | -13 | 1.6 | 1.4 | -2.2 | · | -2 | -2 | -4
CCCCNC(=O)c1ccc(CS(=O)(=O)c2ccc(OC)cc2)o1 | 0.8 | -3 | -4 | 3 | -0.3 | 2.7 | 2.6 | · | 10 | 6 | -5

Screening results as filed in PubChem BioAssay.
